Source: PubChem BioAssay
PHOSPHO1 inh – inhibitors of human PHOSPHO1 phosphatase; recombinant PHOSPHO1, absorbance phosphatase assay; inhibition, % at 13.3 µM; 290,000 tested, 1.1% active; Q8TCT1; AID 1565; in the data active means inhibition above about 60%
Target sequence (Q8TCT1 whole entry, looked up): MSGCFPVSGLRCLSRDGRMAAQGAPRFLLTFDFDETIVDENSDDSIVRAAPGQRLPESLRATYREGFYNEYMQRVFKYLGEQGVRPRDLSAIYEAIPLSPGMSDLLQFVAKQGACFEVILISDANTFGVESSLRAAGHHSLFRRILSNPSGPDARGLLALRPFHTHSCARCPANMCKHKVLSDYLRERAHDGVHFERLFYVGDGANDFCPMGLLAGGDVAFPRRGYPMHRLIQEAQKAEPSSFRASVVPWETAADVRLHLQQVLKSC
IDE act – IDE (human) activation, cell-based; P14735; HEK cells, FAbeta-B cleavage, fluorescence polarization; 0% vehicle, 100% cell-free pure enzyme wells; 340,000 tested, 0.073% active; activation, % at 5.96 µM;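 active means activation above the mean of all tested compounds plus 3 SD, set per screening campaign, cut at about 17% in these data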
CHRM4 PAM – potentiates acetylcholine response at human M4 receptor; P08173; CHO-K1 hM4/Gqi5, Fluo-8 calcium fluorescence, ACh EC20; 0% = ACh EC20, 100% = maximal ACh; activation, % at 3 µM; 360,000 tested, 0.4% active;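 active means activation above its plate's cutoff, the mean activation of sample wells plus 3 SD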; further: some results filed as inactive read as strong as hits
Target sequence (P08173 whole entry, looked up): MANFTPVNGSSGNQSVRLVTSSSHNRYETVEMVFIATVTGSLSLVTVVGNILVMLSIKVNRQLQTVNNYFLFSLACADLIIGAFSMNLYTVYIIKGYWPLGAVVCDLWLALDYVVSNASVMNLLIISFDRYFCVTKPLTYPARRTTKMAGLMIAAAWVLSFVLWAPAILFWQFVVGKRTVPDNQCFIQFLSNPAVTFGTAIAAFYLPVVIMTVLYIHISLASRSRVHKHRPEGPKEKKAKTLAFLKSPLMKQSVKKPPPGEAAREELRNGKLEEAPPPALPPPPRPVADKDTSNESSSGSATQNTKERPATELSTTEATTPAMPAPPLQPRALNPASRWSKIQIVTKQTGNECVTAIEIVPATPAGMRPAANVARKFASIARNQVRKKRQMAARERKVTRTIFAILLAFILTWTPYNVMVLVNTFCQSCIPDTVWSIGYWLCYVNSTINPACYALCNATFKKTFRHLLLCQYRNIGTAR
pCIP destab – p/CIP protein destabilization. 290,000 tested, 0.01% active. Q05BA5. decrease of EGFP signal, % at 10 µM. F442A p/CIP-EGFP cells, EGFP fluorescence, 16 h;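 active means EGFP signal decrease of at least 30% at 10 µM or well 3 SD below plate mean, unless failing retest; inactive means the rest, including hits failing retest or dose response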; further: some compounds called inactive have numbers as strong as hits; many of its hits are not listed in these tables
CRFR2-BP ag – agonists of human CRF-binding protein/CRF-R2 receptor complex. activation, % at 13.2 µM. HEK293 CRF-R2/CRF-BP, calcium dye fluorescence (FLIPR); percent of saturating CRF peptide response. 350,000 tested, 0.46% active;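 active means activation of at least 50%, plus an integration ratio under a set limit after plate pattern correction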;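 further: plate controls were neutral control wells without compound for no effect and CRF at EC100 for full effect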
IDE inh – cellular human IDE inhibition. HEK cells, FAbetaB cleavage, fluorescence polarization. inhibition, % at 5.59 µM. 320,000 tested, 0.41% active;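 active means percent inhibition above the average of all tested compounds plus 3 SD, set per screening campaign, cut at about 16% in these data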;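 further: IDE supplied by intact live HEK cells; FP after avidin binding of uncleaved biotin substrate so inhibition keeps polarization high; 0% = DMSO wells and 100% = 60 µM reference IDE inhibitor Ii1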
GalR3 antagonist – human GalR3 antagonism; HEK293 GalR3-CNG cAMP membrane potential fluorescence; galR3 body fused to GalR1 C-terminus; 360,000 tested, 0.44% active; inhibition, % at 3 µM;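 active means inhibition above the screen-wide average plus 3 SD, cut at about 13% in these data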;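 further: forskolin and galanin both at EC90 stimulate the cells; cAMP rise reported by CNG channel membrane potential dye signal; 0% = forskolin plus galanin with DMSO and 100% = forskolin alone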
CRFR2-BP antag – CRF-BP/CRF-R2 complex antagonism | HEK293 CRF-R2/CRF-BP, CRF-induced calcium fluorescence | inhibition, % at 11.8 µM | 350,000 tested, 0.59% active | AID 588475;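 active means inhibition of the ligand-induced calcium signal above about 50% at the single tested concentration, limit read from the data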
MEKK3 PB1 HTS – modulators (inhibitors or enhancers) of MEK5 binding to human MEKK3 PB1 domain; 290,000 tested, 1.4% active; binding response (% of control), % at 10 µM; bead-based flow cytometry, Alexa488-MEK5 binding to MEKK3; actives lie on both sides; 0 = blocked by unlabeled MEK5, 100 = vehicle;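 active means binding response more than 3 SD above or below the average of its plate-row segment, actives on both sides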;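 further: Alexa488 bead fluorescence after subtracting the streptavidin-only scavenger bead signal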
An asterisk follows results filed as active; x = not tested or not shown; [ ] = another dose, or the depositor's remark.

PHOSPHO1 inh	IDE act	CHRM4 PAM	pCIP destab	CRFR2-BP ag	IDE inh	GalR3 antagonist	CRFR2-BP antag	MEKK3 PB1 HTS	mol
28	2	0	-3	-1.6	0	-11	31	100	Cc1cc(C)c(S(=O)(=O)/N=C2\C=C(Nc3ccc(C(=O)O)cc3)C(=O)c3ccccc32)c(C)c1
19	3	1	-15	-1.2	3	-1	-10	101	COC(=O)c1ccccc1NS(=O)(=O)c1ccc2c3c(cccc13)C(=O)N2
45	5	1	-1	-0.8	4	-2	19	101	CCOC(=O)N1CCN(CC(O)COc2ccccc2C(C)C)CC1 (centres undefined)
-18	2	0	-10	-0.1	4	-4	22	87	CSc1nc(-c2ccc(F)cc2)cc(=O)[nH]1
18	-5	-18	1	-0.7	8	-5	-21	100	COc1ccccc1N1CCN(c2nc(C)nc3c2oc2ccccc23)CC1
8	-1	6	-8	0.0	3	2	17	101	Cc1ccc(-n2ncc3c2CC(C)(C)CC3NC(=O)CCN2CCCCC2=O)cc1 (centres undefined)
2	0	-6	5	-1.9	-5	-1	-13	94	Oc1ccc(-c2csc(-c3c[nH]c4ccccc34)n2)c(O)c1
x	3	-5	x	1.0	2	-3	3	x	CCN(CC)C(=O)COC(=O)C1CCN(S(=O)(=O)c2ccc3c(c2)OCCO3)CC1
17	8	21	7	4.4	-1	-2	0	109	O=C(c1ccco1)N1N=C(c2ccncc2)CC1(O)C(F)(F)F (centres undefined)
-1	-2	-6	6	-1.2	8	-14	4	93	Cc1ccccc1OCC(=O)N/N=C/c1cn(Cc2ccccc2)c2ccccc12
23	0	0	0	-0.7	-8	0	6	95	c1ccc2sc(NC3=NCN(CCN4CCOCC4)CN3)nc2c1
22	-9	-10	-10	1.3	9	-1	14	97	COc1ccc(S(=O)(=O)N2CCc3cc4c(cc3C2C)OCCCO4)cc1 (centres undefined)
-6	0	9	0	0.5	1	-6	-5	96	C=CCN(CC(=O)NCc1ccc(F)cc1)C(=O)c1csnn1
-2	1	-4	-1	0.0	2	-6	3	101	CN(CC(=O)Nc1ccc2c(c1)OCO2)S(=O)(=O)c1ccc(F)cc1
x	x	1	x	0.5	x	-4	7	x	CCC(CC)CC1CN2CCc3cc(OC)c(OC)cc3C2CC1(O)CC (centres undefined)
x	-1	-2	8	0.7	0	1	-14	99	O=C(OCc1nnc(-c2ccc(Br)cc2)o1)c1ccco1
x	x	6	x	0.2	x	0	-2	x	C[C@H](CO)N1C[C@H](C)[C@H](CN(C)S(=O)(=O)c2cn(C)cn2)OCc2cnnn2CCCC1=O
11	0	-4	-7	0.8	6	3	-11	102	COC(=O)C1=C(C)N=C2SC(C)C(=O)N2C1/C=C/c1ccccc1OC (centres undefined)
40	1	0	-9	-0.4	x	-3	-3	108	COC(C[C@H]1O[C@H]1[C@@H](O)[C@H](C)OCc1ccccc1)OC
34	-12	1	-11	0.6	2	4	-20	100	Cc1cc(=O)[nH]c(N/N=C/c2c(C)nn(-c3ccccc3)c2Cl)n1
56	1	17	52*	1.2	6	2	-1	92	S=C(Nc1cccnc1)Nc1cccc2cnccc12
17	1	-10	-9	-1.2	4	-2	-14	91	c1ccc(N2CCN(c3nc(-c4cccs4)nc4ccccc34)CC2)cc1
19	4	-7	-1	0.7	3	0	-2	96	COc1cc(C(=O)OCC(=O)N2CC(C)OC(C)C2)cc(OC)c1OC (centres undefined)
x	1	7	x	-1.0	1	-5	6	x	O=C(COC(=O)c1ccccc1Br)NC(=O)NCc1ccccc1
6	8	0	0	2.3	6	-2	-15	103	CCCN(/C=N/c1sc2c(c1C#N)CCCCC2)CCC
-103	1	-4	-5	2.5	6	3	-9	98	Fc1cccc(/C=C2\CCCC3=C2NC(=S)NC3c2cccc(F)c2)c1 (centres undefined)
-3	5	5	-7	-2.3	3	-3	0	105	COC(=O)c1sccc1NC(=O)Cc1ccc(OC)c(OC)c1
4	2	4	-7	-0.3	-4	4	5	105	O=C(Cn1cc(C(F)(F)F)ccc1=O)NCCc1ccc(Cl)cc1Cl
-5	5	3	-4	0.5	4	-3	-8	101	COc1cc(C(c2sc3nc(C)nn3c2O)N2CCC3(CC2)OCCO3)cc(OC)c1OC (centres undefined)
-32	6	-5	9	3.1	-1	-3	-13	102	O=C1CCCCN1CCC(=O)N1CCCC(N2CCN(c3cccc(Cl)c3)CC2)C1 (centres undefined)
x	0	-2	x	0.3	2	1	5	x	CC(=O)c1sc(NC(=O)CCCc2nc3ccccc3c(=O)[nH]2)nc1-c1ccccc1
-9	2	0	12	1.2	1	-5	8	80*[inhibitor]	CCOCc1nnc(NC(=O)CS(=O)(=O)c2ccc(C)cc2)s1
x	2	6	x	1.6	x	-3	-8	x	Cc1noc(C)c1CSCC(=O)Nc1ccccc1N1CCCC1
-5	-12	22	-2	-0.4	-3	-4	21	96	Cc1cc(C)nc(SCNC(=O)c2ccccc2)n1
32	-3	12	-3	2.3	3	-2	-8	109	COc1cccc(CN2CCNC(=O)C2CC(=O)NC2Cc3ccccc3C2)c1 (centres undefined)
33	3	0	-9	0.0	4	-3	-20	97	O=C(C1CC(=O)N(C2CCCCC2)C1)N1CCN(c2ccccc2)CC1 (centres undefined)
x	1	8	x	0.0	-2	0	-7	x	CCCCN(C(=O)c1cccc(-c2ccc(OC(C)=O)cc2)c1)c1c(N)n(CCC)c(=O)[nH]c1=O
19	-6	4	18	-7.3	-3	-1	6	96	COc1ccccc1-c1nnc(NC(=O)c2ccc(S(=O)(=O)N3CCOCC3)cc2)o1
57	3	-4	4	1.4	8	-1	17	55	CC(C)NC(=O)CC(=O)N/N=C/c1cccs1
1	5	-11	0	-0.4	1	-1	-10	103	COCCn1c(SCC(=O)Nc2ccc(N3CCOCC3)cc2)nc2ccccc21
x	-2	-3	x	4.3	x	1	-6	x	CN(C(=O)c1cccc(NC(=O)Cc2ccc(NC(=O)C3CCN(C(=O)C4CCCCC4)CC3)cc2)c1)C1CCCCC1
8	-1	1	6	-1.1	6	-6	-6	99	OC(c1nc2ccccc2[nH]1)C(O)c1nc2ccccc2[nH]1 (centres undefined)
28	4	-2	6	0.6	-2	-9	-9	103	O=C(Cc1ccccc1F)Nc1ccc2c(c1)CCC2
82*	1	-7	-28	-0.3	8	-5	-11	102	N#Cc1c(C(F)(F)F)cc(-c2ccco2)nc1SCc1ccncc1
-32	5	1	0	-0.6	2	-1	-2	104	Cc1ccccc1NC(=S)N(CCN(C)C)C(C)c1ccco1 (centres undefined)
13	2	13	-16	-1.1	x	-1	18	98	S=C(NCc1ccccc1)NCc1ccccc1Cl
-8	3	-3	-9	0.3	3	-3	-8	97	Cc1ccc(S(=O)(=O)/C=C2\NC(=O)CS2)cc1
38	-1	-8	-10	-0.8	12	3	11	100	CCOC(=O)c1sc(NC(=O)Nc2ccc(Cl)cc2)nc1C
54	5	1	0	-0.2	0	3	-7	104	C[C@H](NC(=O)N1CCn2c1nc1ccccc12)C(=O)NCCc1ccccc1
x	1	10	x	1.0	-1	-3	-7	x	Cc1cccc(NC(=O)C(C)Sc2nnc(-c3cccnc3)o2)c1 (centres undefined)
28	-6	10	2	0.6	7	3	6	104	CC1(C)CC(=O)C=C(NCCc2ccc(S(N)(=O)=O)cc2)C1
x	x	0	x	-0.9	x	-4	-1	x	COC(=O)Cn1ccnc1[N+](=O)[O-]
3	2	1	1	0.8	5	5	5	101	CCCCNC(=O)CNC(=S)N(Cc1cc(OC)c(OC)c(OC)c1)C1CCCC1
21	x	-1	5	-2.1	5	3	-10	82	C=CCn1c(SC(C)C(N)=O)nc2sc(CC)cc2c1=O (centres undefined)
-9	-1	0	-2	-3.4	7	-4	23	102	O=C(NCc1ccc(Cl)cc1)NCC(F)(F)F
x	0	-9	x	-0.6	4	4	3	x	CCCCn1c(N)c(N(CCOC)C(=O)COC(=O)CSc2cc(C)c3ccccc3n2)c(=O)[nH]c1=O
-6	-2	-1	-3	-2.2	7	-1	-10	100	O=C(Cc1ccccc1)N1CCCC1c1ccccc1 (centres undefined)
6	2	2	0	-1.6	-2	-6	0	96	Cc1ccc(-c2nc(CS(=O)(=O)CC(=O)NCCN3CCCC3)c(C)o2)cc1
26	4	-1	4	1.2	1	-2	-26	99	CC(CC(=O)Nc1ccc(Br)cc1F)S(=O)(=O)c1ccc2c(c1)NC(=O)CO2 (centres undefined)
-8	-2	4	-6	-0.6	-1	-3	25	94	COc1ccccc1N(CC(=O)NCc1ccccn1)S(C)(=O)=O

(listing goes on)
PHOSPHO1 inh	IDE act	CHRM4 PAM	pCIP destab	CRFR2-BP ag	IDE inh	GalR3 antagonist	CRFR2-BP antag	MEKK3 PB1 HTS	mol
-5	-10	-6	4	-1.4	9	1	-72	136*	COC(=O)CCc1sc(Nc2ccc(Br)cc2)nc1-c1ccc(OC)cc1
47	-6	-1	-94	x	2	3	x	103	CCN(CC)c1ccc2cc(C(=O)NCc3ccc(F)cc3)c(=N)oc2c1
15	-3	5	2	6.6	-2	-4	-38	x	CN(C)c1nc(SCCOC(=O)COc2ccc(Cl)cc2Cl)nc(N(C)C)n1
-1	2	7	-6	-1.4	1	0	-4	102	Cc1oc(-c2ccccc2)cc1C(=O)NCc1ccncc1
-1	8	-3	-14	-1.4	0	-5	3	106	Cc1ccc(NS(=O)(=O)c2ccccc2)c2c1CC(C)(C)O2
x	7	-20	x	0.3	-2	-7	-3	x	CCOC(=O)[C@H]1[C@H]2COc3ccc(C)cc3[C@@H]2N2C(=O)CN(Cc3ccc(F)cc3)C(=O)[C@@]12C
22	-3	4	9	0.2	8	-9	4	100	CCn1nc(NS(=O)(=O)c2ccc(F)cc2)c2cc3cccc(C)c3nc21
8	5	1	3	-3.0	0	-8	5	97	COc1ccc(OCC(=O)NNC(=O)Cc2coc3cc(OC)ccc23)cc1
0	2	-4	0	-1.3	5	2	-2	100	Cc1ccc(C(=O)Nc2ccc3c(c2)OCCO3)o1
x	4	5	x	-0.8	1	0	3	x	O=C(c1nc[nH]c1C(=O)N1CCN(c2ccccc2)CC1)N1CCN(c2ccccc2)CC1
-6	-5	-5	4	-2.2	4	-3	32	101	CCOc1ccc(/C(O)=C2/C(=O)C(=O)N(CCN(CC)CC)C2c2ccco2)cc1 (centres undefined)
28	-4	8	-2	0.6	0	-10	-5	98	CC(=O)c1ccccc1NC(=O)CCNC(=O)c1ccco1
46	-6	7	-13	0.2	11	-2	6	91	S=c1[nH]nc(COc2ccc3c(c2)OCO3)n1-c1ccccc1
3	7	-2	12	-1.6	-1	-1	-22	102	CCCNC(=O)c1c(O)c2c([nH]c1=O)CCCC2
30	7	5	-2	-2.7	1	-4	18	98	COc1ccc(S(=O)(=O)N/N=C(/C)c2ccc(Cl)cc2)cc1
26	0	-4	6	-2.2	2	-6	7	98	CC(C(=O)NC1C(=O)N2C(C(=O)O)=C(CSc3nnnn3C)CSC12)n1cc(Br)cn1 (centres undefined)

Compounds as they come. Share with any hit: about 4.2%.
